sPLA2-III inh: human group III sPLA2 inhibitors, primary screen, biochemical, QFRET, BODIPY PC-A2 liposome substrate; AID 743126, 2013; inhibition, % at 12.2 µM; hit rate 0.56% among 370,000; QFRET BODIPY PC-A2 liposome hydrolysis, fluorescence; Group 3 secretory phospholipase A2 (Homo sapiens), Q9NZ20;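 active = inhibition above mean plus 3 SD of compounds lying within the high and low control bounds, cut at about 19% in these data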;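 note: 0% = median of test compound wells and 100% = no enzyme DMSO wells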
SMARCA2 act: SMARCA2 (BRM) function activators, primary screen, cell-based, luminescence, high throughput | MG213 cells, MMTV-luciferase reporter, dexamethasone, overnight | hit rate 1% among 370,000 | activation, % at 9.1 µM; in the data active = activation above about 7.8%;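 note: 0% = vehicle wells and 100% = reference activator wells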
NPR2 activator: human GC-B receptor activators, primary screen, HEK293 GC-B cells, cGMP TR-FRET, EC30 CNP | 0% at EC30 CNP, 100% saturating CNP | activation, % at 10 µM | Atrial natriuretic peptide receptor 2 (Homo sapiens), P20594 | AID 1920062, 2024 | hit rate 0.11% among 370,000;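 active = activation at 10 µM reaching about 35% in either raw or pattern-adjusted values, limit read from the data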
ADAM10 inh: human ADAM10 inhibitors, primary screen, biochemical, QFRET, HTS; Disintegrin and metalloproteinase domain-containing protein 10 (Homo sapiens), O14672; inhibition, % at 7 µM; recombinant ADAM10, EDANS/DABCYL FRET peptide cleavage, 3 h; hit rate 0.62% among 370,000; AID 720582, 2013;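 active = inhibition above a per-campaign cutoff equal to the mean of compounds falling between control-based bounds plus 3 SD, cut at about 20% in these data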;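 note: 0% = DMSO wells while the 100% control is not disclosed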
Target sequence (O14672 214-748 limits assumed): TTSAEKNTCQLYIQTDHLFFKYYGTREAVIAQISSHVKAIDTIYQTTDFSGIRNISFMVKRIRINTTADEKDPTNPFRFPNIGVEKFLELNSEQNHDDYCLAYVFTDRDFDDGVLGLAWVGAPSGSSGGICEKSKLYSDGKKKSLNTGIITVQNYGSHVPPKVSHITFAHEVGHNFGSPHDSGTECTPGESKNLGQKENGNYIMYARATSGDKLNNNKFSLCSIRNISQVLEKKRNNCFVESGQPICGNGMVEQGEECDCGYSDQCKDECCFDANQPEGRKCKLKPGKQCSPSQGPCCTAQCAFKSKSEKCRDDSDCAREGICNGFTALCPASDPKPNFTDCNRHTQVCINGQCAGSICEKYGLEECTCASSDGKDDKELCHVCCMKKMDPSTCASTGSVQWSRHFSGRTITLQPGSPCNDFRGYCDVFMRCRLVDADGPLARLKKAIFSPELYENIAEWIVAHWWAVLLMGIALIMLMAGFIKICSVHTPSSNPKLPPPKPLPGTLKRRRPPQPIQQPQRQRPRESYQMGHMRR
hcDAF-12 act: H. contortus DAF-12 nuclear receptor activators, primary screen, cell-based, luminescence, HEK293, lit1-tk-luc reporter | HEK293 hcDAF-12 lit1-tk-luc reporter; 0% DMSO, 100% Δ7-dafachronic acid | activation, % at 6.8 µM | hit rate 1.4% among 370,000 | AID 652067, 2013;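 active = activation above the mean of all tested compounds plus 3 SD, cut at about 5.5% in these data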;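 note: 100% = response to 3 µM Δ7-dafachronic acid high control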
hgDAF-12 ag: H. glycines DAF-12 receptor agonists, primary screen, cell-based, luminescence, HEK293, GAL4 fusion, UAS-luciferase; AID 687014, 2013; hit rate 1.8% among 370,000; HEK293 GAL4-hgDAF12 UAS-luciferase reporter, agonist luminescence; normalized to butyrate control; activation, % at 6.8 µM;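 active = activation above a cutoff set at the mean of all screened compounds plus 3 SD, cut at about 10% in these data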;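 note: 0% = DMSO wells and 100% = sodium butyrate wells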
DAX1 inh-1: DAX1 (NR0B1) inhibitors, primary screen, cell-based, HEK293, Gal4-DAX1, luciferase luminescence. Nuclear receptor subfamily 0 group B member 1 (Homo sapiens), P51843. HEK293 Gal4-DAX1 luciferase reporter. inhibition, % at 6.75 µM. hit rate 0.99% among 340,000. AID 504766, 2011;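 active = inhibition above the mean over all tested compounds plus 3 SD, cut at about 4.2% in these data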;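 note: 0% = DAX1-transfected cells with DMSO and 100% = empty-vector control cells with DMSO; inhibition shows as a rise in luminescence from relieved DAX1 repression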
Target sequence (P51843 207-470 limits assumed): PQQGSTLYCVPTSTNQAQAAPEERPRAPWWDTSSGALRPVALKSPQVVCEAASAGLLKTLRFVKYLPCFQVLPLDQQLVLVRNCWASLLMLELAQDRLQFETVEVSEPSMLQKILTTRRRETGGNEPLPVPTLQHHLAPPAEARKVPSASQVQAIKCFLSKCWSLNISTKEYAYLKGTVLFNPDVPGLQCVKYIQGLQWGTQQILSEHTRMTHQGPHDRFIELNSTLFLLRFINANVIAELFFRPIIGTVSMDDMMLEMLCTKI
GAA850 FXN act: FXN promoter activators, primary screen, cell-based, luciferase luminescence, HEK293 lucGAA850; HEK293 lucGAA850 FXN promoter luciferase reporter, 24 h; percent of 10 µM SAHA response; activation, % at 6 µM; hit rate 0.56% among 360,000;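 active = activation above the average of all compounds screened plus 3 SD, cutoff fixed separately per campaign, cut at about 7.5% in these data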;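 note: 0% = DMSO wells and 100% = 10 µM SAHA wells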
NPR1 activator: GC-A stimulated cGMP production enhancers – HEK293 GC-A cells, cGMP TR-FRET, EC30 ANP, primary screen | 0% at EC30 ANP, 100% saturating ANP | hit rate 0.14% among 370,000 | Atrial natriuretic peptide receptor 1 (Homo sapiens), P16066 | activation, % at 10 µM; in the data active = activation above about 40%
ssDAF-12 act: S. stercoralis DAF-12 nuclear receptor activators, primary screen, cell-based, luminescence, HEK293, GRIP1 co-expression, lit1-tk-luc | Nuclear hormone receptor DAF-12 (Strongyloides stercoralis) | AID 652126, 2013 | HEK293 ssDAF-12/GRIP1 lit1-tk-luc reporter; % of 3 µM dafachronic acid response | activation, % at 6.8 µM | hit rate 1% among 370,000;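 active = activation above the mean over all tested compounds plus 3 SD, cut at about 0.9% in these data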;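 note: 0% = DMSO-only wells and 100% = 3 µM delta7-dafachronic acid wells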
DAX1 inh-2: DAX1 (NR0B1) inhibitors on StAR promoter, primary screen, cell-based, luminescence, SF-1 (NR5A1), full-length DAX-1. HEK293T StAR-luciferase reporter, SF-1/DAX-1 repression relief. inhibition, % at 6.8 µM. AID 652010, 2013. hit rate 1.1% among 370,000;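 active = inhibition above the mean over all tested compounds plus 3 SD, cut at about 3.6% in these data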;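 note: 0% = DAX-1 cells with DMSO and 100% = cells lacking DAX-1 with DMSO; higher inhibition means more luminescence from relief of DAX-1 repression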
* = called active by the depositor; i = inactive; . = no result given.

The line under a structure holds: NPR1 activator, hcDAF-12 act, SMARCA2 act, GAA850 FXN act, ssDAF-12 act, DAX1 inh-1, hgDAF-12 ag, NPR2 activator, ADAM10 inh, DAX1 inh-2, sPLA2-III inh
> CC(=O)c1cc(F)c(N2CCN(c3ccc([N+](=O)[O-])cc3F)CC2)cc1C
    0, -1.1, -2, 0.0, 0.4, 1.4, -2.6, 0, 4, -0.9, 2
> COc1ccc(C(=O)NCCSCc2ccco2)cc1OC
    2, -1.5, 0, -1.1, -1.7, -0.8, 0.4, 1, 3, 0.1, -1
> COCCNC(=O)c1c(N)n(CCC2=CCCCC2)c2nc3ccccc3nc12
    -1, -0.3, -2, -2.1, -0.7, -1.0, -4.2, -3, i, -1.1, -10
> CC(=O)c1ccc(OCCCC(=O)N2CCN(S(=O)(=O)c3cccs3)CC2)cc1
    1, -2.1, -3, 1.3, -1.0, -1.8, -3.0, 3, -4, -1.3, -7
> O=C(N/N=C/c1ccc(OC(=O)c2cccc(F)c2)cc1)c1cccnc1
    1, 0.1, 0, -0.6, -0.7, 1.2, -0.3, 1, 4, -0.2, -2
> CCCCc1ncc(CN2CCC(CC3CCCCO3)(C(=O)OCC)CC2)[nH]1 (configuration not stated)
    0, -1.5, -2, -0.1, -0.7, 2.3, 0.7, 1, -11, 0.1, 0
> C[C@H](CO)N1C[C@H](C)[C@@H](CN(C)Cc2ccccc2)Oc2c(NC(=O)Cc3ccccc3)cccc2C1=O
    -1, -2.2, 0, -11, -1.7, -1.4, -3.3, -3, 4, -1.1, -32
> Cc1cccc(NC(=O)CNC(=O)c2ccc(S(=O)(=O)NCc3ccco3)cc2)c1C
    1, 1.3, -3, -2.7, -0.9, -0.6, -1.6, -2, -12, -0.1, -8
> C[C@H]1CN([C@@H](C)CO)C(=O)CCCn2nncc2CO[C@H]1CN(C)C(=O)NC1CCCCC1
    4, -1.5, 3, -2.1, -1.2, 5.1*, 0.0, -3, -7, -0.5, -2
> c1ccc2c(c1)ccn1c(Cc3ccsc3)c(C3CCCCC3)nc21
    -10, 2.5, -3, ., 0.1, ., 0.6, -6, -61, 0.4, 1
> O=C(NC(C(=O)c1ccccc1)n1c(=O)cc[nH]c1=S)c1ccccc1 (configuration not stated)
    -3, -1.4, -3, -1.1, -1.1, 1.4, 1.5, -1, -5, -0.3, -2
> C(=N\Nc1nc2ccccc2s1)/c1ccco1
    4, 17*, 0, 3.5, 2.6*, -0.6, 15*, -8, 11, 6.7*, -19
> Cc1ccccc1-n1ncc2c(SCC(=O)NC3CCCC3)ncnc21
    2, -4.1, -6, -2.0, -1.9, -2.5, -3.6, 5, 3, -1.3, -1
> O=C(Nc1cnn(Cc2ccc(Cl)cc2)c1)c1cccs1
    0, -1.9, 1, 0.5, 0.3, -0.3, -2.7, -1, 9, -0.3, 2
> O=C1CC(C(=O)N2CCN(c3ccc(F)cc3)CC2)CN1CCc1ccccc1 (configuration not stated)
    0, -2.7, 0, -0.1, -1.8, -0.8, -2.9, 6, -7, -0.5, -3
> Cc1cccc(NC(=S)NCc2cccs2)c1C
    3, -1.1, 1, 1.1, -1.4, -0.3, 0.4, -3, 1, -0.5, 13
> CCc1ccc2[nH]c(C(=O)N(C)c3ccc(F)cc3F)cc2c1
    -2, 2.5, -2, 0.9, -0.8, 0.5, 1.4, 2, 13, -0.3, 4
> CCC(C)NC(=O)c1cn(CC)c2cc(N3CCN(C)CC3)c(F)cc2c1=O (configuration not stated)
    0, -1.2, -5, -1.6, -1.9, ., -0.4, 4, -86, -0.2, 7
> COc1ccccc1N1CCN(c2cc(=O)n(-c3ccc(Br)cc3)c(=O)[nH]2)CC1
    -2, -1.3, -3, 11*, -1.1, -0.4, -0.8, 1, -6, -0.1, 0
> CCN(C(=O)c1cccc2c1-c1ccccc1C2=O)c1ccccc1
    -28, 0.1, -2, ., -0.6, ., 2.8, -25, -10, -0.5, 2
> COc1ccc(N2CCN(C(=O)c3cc4c(=O)n(Cc5ccccc5)ccc4nc3C)CC2)cc1
    4, -0.9, -2, 0.8, -1.0, 0.5, 0.9, -1, -27, -0.7, 5
> CN(C)C(=O)c1nc(C#N)c(N(C)C)o1
    -1, -2.3, 2, 0.4, -1.9, -0.4, -1.1, 0, -7, 0.0, -1
> Cc1c(CC(=O)O)c(=O)oc2cc3occ(-c4ccc(F)cc4)c3cc12
    -4, -0.4, -2, -0.4, -1.3, -0.8, 1.2, -3, -14, -0.2, 6
> O=C(CCC1CCN(Cc2ccc(Cl)cc2)CC1)NC1CC1
    -4, 0.8, -3, 1.3, -0.6, -0.1, 0.0, -1, -4, 0.4, 8
> C#CCNc1cccc2c1S(=O)(=O)N[C@H](C)CO2
    5, 2.7, -2, ., -0.8, ., -1.5, 0, -11, 1.5, 2
> CS(=O)(=O)N(CC(=O)N1CCOCC1)Cc1ccccc1
    1, -1.3, -2, -0.9, -1.6, 1.5, -0.9, 0, -5, 0.9, 6
> CN(C(=O)CC1C(=O)NCCN1Cc1cccc(C(F)(F)F)c1)C1CCOCC1 (configuration not stated)
    2, -0.1, 0, -1.2, -0.7, 0.7, -0.4, 5, -56, -0.2, 1
> Cc1cc(N=O)c(C)cc1O
    -5, -1.6, 2, -0.8, -1.3, ., -3.9, 4, -9, -1.9, 2
> N#Cc1ccc(C(=O)N2CCCCC2c2cc(C(=O)Nc3ccc4c(c3)OCO4)no2)cc1 (configuration not stated)
    3, -1.0, -2, -0.9, -2.1, ., -0.7, 5, -5, -0.8, 0
> COC(=O)C1=C(O)C2(C(=O)O)CC(C(=O)OC)=C(O)C(C(=O)O)(C1)C2
    4, -1.7, -4, 0.2, -1.7, 3.6, -1.0, 4, -2, -0.3, -3

The list goes on:
The line under a structure holds: NPR1 activator, hcDAF-12 act, SMARCA2 act, GAA850 FXN act, ssDAF-12 act, DAX1 inh-1, hgDAF-12 ag, NPR2 activator, ADAM10 inh, DAX1 inh-2, sPLA2-III inh
> O=C(OCC(=O)N1CCOCC1)c1cc(=O)[nH]c2ccccc12
    -1, 2.0, -5, 0.1, -1.2, 0.6, -2.1, 4, -166, 2.3, 9
> CCCS(=O)(=O)NC(=O)C1(C)CCN(C(=O)CSc2ccccc2)C1 (configuration not stated)
    3, -2.1, -1, -3.8, -1.3, ., -1.5, 4, -11, 0.8, 11
> O=C1c2ccccc2S(=O)(=O)N1Cc1nnc(-c2ccccc2Br)o1
    4, 1.1, 1, 5.0, -1.1, 0.0, -0.6, 0, -1, 0.3, -5
> COc1ccc(/C=C/C(=O)NC(=S)Nc2ccc(S(=O)(=O)Nc3cc(OC)ncn3)cc2)cc1
    -9, -1.4, 2, 3.7, -1.2, ., 1.8, -1, -4, 0.8, -6
> Cn1c(=O)c2cc(NC(=O)NCCc3cccs3)ccc2n1Cc1ccccc1
    7, -0.4, 0, 1.5, -1.6, ., -0.6, 7, i, -1.4, -7
> Cc1cccc(NC(c2ccc(O)cc2)c2ccc3ccc(C)nc3c2O)n1 (configuration not stated)
    -8, -0.3, 1, 1.8, -0.8, 0.7, 0.2, 2, 0, 0.5, -8
> O=C(COc1cc(Cl)c(Cl)cc1Cl)N1CCN(c2ccccn2)CC1
    2, 0.5, 0, 0.7, -0.9, ., -2.1, 0, -2, 0.3, -3
> COC(=O)c1ccc(C(=O)OCCCc2nc3ccc(N)cc3[nH]2)cc1
    -1, 0.2, 1, -0.4, -0.5, 0.5, -1.0, 1, -1, 0.2, -2
> CCOC(=O)c1csc(NC(=O)c2ccc(S(=O)(=O)N(C)C)cc2)n1
    -4, -0.7, -4, -2.3, -0.4, -0.5, -1.2, 0, 0, 0.3, 0
> CCOc1cccc(-c2nn3c(-c4ccco4)nnc3s2)c1
    4, -0.1, -1, 4.2, -1.6, 2.2, 0.8, 0, -1, 0.3, 1
> O=c1cc(N2CCCCC2)c(-c2ccccc2)nn1Cc1ccccc1
    8, -1.9, -5, 1.9, -0.7, -1.5, -6.3, 9, 11, -0.3, 5
> OCC1OC(c2ccc(OCc3ccccc3)cc2OCc2ccccc2)C(O)C1O (configuration not stated)
    1, -1.2, -6, 1.2, -1.4, 1.5, -1.1, 2, 9, -0.8, -20
> CCCSc1nc2c(c(=O)[nH]c(=O)n2C)n1Cc1ccc(C)cc1
    21, -0.5, -2, -0.4, -1.1, -0.9, -1.2, 26, -5, -0.4, 9
> NC(=O)c1ccc(C23CC4CC(CC(C4)C2)C3)o1
    4, -1.3, 2, 0.1, -0.9, 0.4, -0.1, -2, -1, -0.4, 0
> CC(=O)Nc1cncc(-c2cccc(S(C)(=O)=O)c2)n1
    0, -1.1, -5, 0.1, -0.6, ., -1.5, 1, -26, -0.6, 0
> COc1ccc(C(=O)Nc2ccccc2C(=O)Nc2ccncc2)cc1
    1, 2.9, 2, 3.2, -0.7, -0.3, 1.1, -2, -10, -1.1, -4
> O=C1C(=O)c2ccccc2C(O)=C1c1ccccc1F
    1, -1.6, -3, 0.1, -1.1, 1.6, -4.8, -1, -6, -0.8, 4
> C[C@]12CC[C@@H]3c4ccc(O)cc4CC[C@H]3[C@@H]1CC[C@@H]2OC(=O)CCC1CCCC1
    -7, 0.2, -5, 2.1, -0.8, -0.3, 0.1, -5, 4, 2.5, -10

Screening results deposited in PubChem by several laboratories.

Rows were taken by chance; any-hit rate near 6.6%.
